Screening results (PubChem)
LDHA inh: LDHA (human) enzyme inhibition | P00338 | purified LDHA, NADH/diaphorase-resazurin fluorescence; stronger effect = lower value | activity change, % (values are at about 110 or 230 µM) | hit rate 0.15% among 480,000 | AID 1347041; in the data active = activity change below about -30%; inconclusive = mostly about -25% to -30%;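 also: plate controls were DMSO wells for no effect and wells without enzyme for full effect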
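Human LDH5 (2 nM) was incubated with 0.06 mM NADH and 0.2 mM pyruvate for 5 min at room temperature in Tris pH 7.4. Remaining NADH was coupled through diaphorase/resazurin, and resorufin fluorescence was read at 0 and 20 min.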
USP1-UAF1 inh: USP1/UAF1 (human) deubiquitinase inhibition; O94782; recombinant USP1/UAF1, Ub-Rhodamine cleavage fluorescence; Potency, µM (series often up to 57.1 µM), without a hit: at the highest dose activity change, negative = inhibition, hits mostly inhibitors; hit rate 0.23% among 390,000; AID 743255; also: potency is read from the fitted curve at half-maximal effect; % is scaled to controls: 0 for no effect and ±100 for the full control effect; nearly all actives have a fitted effect of over 60% in size; inactives centre near -12
Target sequence (O94782 whole entry, looked up): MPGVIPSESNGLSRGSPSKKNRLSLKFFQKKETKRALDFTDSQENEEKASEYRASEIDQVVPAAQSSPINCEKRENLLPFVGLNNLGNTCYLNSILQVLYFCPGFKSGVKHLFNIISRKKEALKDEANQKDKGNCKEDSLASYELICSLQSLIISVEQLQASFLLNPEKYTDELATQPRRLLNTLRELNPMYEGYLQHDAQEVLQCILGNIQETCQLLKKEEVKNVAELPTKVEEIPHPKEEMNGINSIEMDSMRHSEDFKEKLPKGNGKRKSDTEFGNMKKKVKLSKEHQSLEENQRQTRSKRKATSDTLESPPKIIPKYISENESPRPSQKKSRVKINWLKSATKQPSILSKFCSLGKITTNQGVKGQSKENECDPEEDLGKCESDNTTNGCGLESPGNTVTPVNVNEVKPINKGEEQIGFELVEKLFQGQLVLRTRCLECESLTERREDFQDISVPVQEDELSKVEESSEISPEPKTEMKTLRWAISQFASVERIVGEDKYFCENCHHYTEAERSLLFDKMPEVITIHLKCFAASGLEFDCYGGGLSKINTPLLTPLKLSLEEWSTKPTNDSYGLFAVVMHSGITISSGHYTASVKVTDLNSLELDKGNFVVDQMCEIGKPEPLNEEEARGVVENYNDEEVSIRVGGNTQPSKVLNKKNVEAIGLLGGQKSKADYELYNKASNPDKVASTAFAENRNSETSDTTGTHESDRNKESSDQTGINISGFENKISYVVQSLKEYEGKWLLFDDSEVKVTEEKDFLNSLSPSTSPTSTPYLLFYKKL
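USP1/UAF1 complex (1 nM) preincubated 15 min at room temperature with compound, then Ub-Rho substrate (150 nM final) added. Kinetic fluorescence at 480/540 nm over 6 reads at 60 s intervals; 50 mM HEPES pH 7.8, 0.5 mM EDTA, 0.1 mg/ml BSA, 1 mM TCEP, 0.01% Tween-20.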
RGS4 inhibitor: human RGS4 inhibition; P49798; Transcreener GDP fluorescence polarization, RGS4-accelerated GTP hydrolysis; Potency, µM (titrated, usually from 114 µM), for inactives: at the top dose activity change, negative = inhibition, most hits filed as inhibitors; hit rate 0.039% among 390,000; AID 504845; also: potency is read from the fitted curve at half-maximal effect; % is scaled to controls: 0 for no effect and ±100 for the full control effect; nearly all actives have a fitted effect of over 75% in size; some results filed as inactive show a strong effect at the top dose
Target sequence (P49798 whole entry, looked up): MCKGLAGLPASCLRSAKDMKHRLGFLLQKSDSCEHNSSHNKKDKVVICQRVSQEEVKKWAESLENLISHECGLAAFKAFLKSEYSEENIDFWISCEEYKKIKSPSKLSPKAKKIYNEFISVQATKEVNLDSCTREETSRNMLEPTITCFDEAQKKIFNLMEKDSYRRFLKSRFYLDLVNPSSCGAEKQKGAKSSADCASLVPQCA
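MLSMR compounds (23 nl, pin-transferred) preincubated 10 min at room temperature with a 500nM (2x) first reagent, then RGS4 at 900nM (2x) plus Transcreener GDP mix added; fluorescence polarization (620/688 nm) read before and after 90 min at 30 °C.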
GRP78 ERSR act: ER stress response induction in glioma; hit rate 0.02% among 420,000; Potency, µM, inactives show at the highest dose activation, actives largely listed as activators; U87-MG GRP78 promoter luciferase reporter, 16 h; also: potency is read from the fitted curve at half-maximal effect; series mostly up to about 76 µM; % of control where 0% means no effect; nearly all actives have a fitted effect of over 35% in size
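ERSR induction read as luciferase luminescence (Bright-Glo, 10 min at room temperature) in stably transfected human U87-MG glioma cells exposed to compounds for 16 h, using GRP78 as sensor.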
Vif-APOBEC3F blk: inhibitors of Vif-A3F interaction. AID 602313. HeLa A3F-eYFP + Vif (tagged APOBEC3F with the HIV-1 protein that degrades it), YFP fluorescence increase. hit rate 0.2% among 390,000. Potency, µM (top dose mostly 46.1 µM), inactives show at the top dose activity, negative = active; also: potency is read from the fitted curve at half-maximal effect; % of control where 0% means no effect; nearly all actives have a fitted effect of over 65% in size
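HeLa cells stably expressing Vif plus C-terminally eYFP-tagged A3F were seeded, incubated overnight at 37 deg C, dosed with compound, incubated overnight again at 37 deg C. Yellow fluorescence (Ex 488/Em 500-530) reported blocked Vif-mediated A3F-eYFP degradation.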
TrxR1 substrate: rat thioredoxin reductase 1 substrate activity. purified TrxR1 substrate turnover, NADPH consumption readout. Potency, µM (top dose mostly 114 µM), for the others: top-dose activity change, negative = substrate turnover. hit rate 0.01% among 390,000. AID 588456; also: potency is read from the fitted curve at half-maximal effect; % is scaled to controls: 0 for no effect and ±100 for the full control effect; nearly all actives have a fitted effect of over 50% in size
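Rat TrxR1, dispensed at 90 nM, was prereduced with 400 uM NADPH (final) for 5 min at ~22 deg C, then incubated with compound 15 min before 400 uM selenite. A first-read NADPH fluorescence drop versus no-compound background flagged substrates.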
mIDH1 inhibitor: blocks human mutant IDH1 R132H enzyme | IDH1-R132H enzyme, NADPH consumption, diaphorase/resazurin fluorescence | Potency, µM (doses to about 76.6 µM), for the others: top-dose activity change, negative = inhibition, actives largely listed as inhibitors | hit rate 0.093% among 390,000 | AID 602179; also: potency is read from the fitted curve at half-maximal effect; % is scaled to controls: 0 for no effect and ±100 for the full control effect; nearly all actives have a fitted effect of over 65% in size
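IDH1-R132H (0.5 ug/mL dispensed) in pH 7.5 Tris buffer was preincubated 30 min with compound, then given a substrate mix of 0.016 mM NADPH and 2 mM alpha-KG for 80 min at room temperature; remaining NADPH was read by diaphorase/resazurin fluorescence.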
rTrxR1 inhibitor: blocks rat thioredoxin reductase 1; hit rate 1% among 390,000; O89049; AID 588453; recombinant rTrxR1, NADPH fluorescence consumption, selenite substrate; Potency, µM (doses to about 114 µM), for the others: at the top dose activity change, negative = inhibition, usual class: inhibitors; also: potency is read from the fitted curve at half-maximal effect; % is scaled to controls: 0 for no effect and ±100 for the full control effect; nearly all actives have a fitted effect of over 65% in size
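Rat TrxR1 (90 nM in the dispensed reagent) was pre-reduced with 400 uM NADPH for 5 min at room temperature, then incubated with compound for 15 min. After 400 uM selenite was added, NADPH fluorescence (Ex 340/Em 450 nm) was followed for 8 min.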
Vif-APOBEC3G blk: Vif-A3G binding inhibition | Q9HC16 | HeLa A3G-eYFP + Vif (tagged APOBEC3G with the HIV-1 protein that degrades it), YFP fluorescence, overnight | Potency, µM (series often up to 46.1 µM), for inactives: at the highest dose activity, negative = active, actives largely listed as inhibitors | hit rate 0.076% among 410,000;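 also: potency is read from the fitted curve at half-maximal effect; % is scaled to controls: 0 for no effect and ±100 for the full control effect; nearly all actives have a fitted effect of over 60% in size; hits raise eYFP signal because A3G escapes Vif-driven loss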
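Read-out is eYFP fluorescence (Ex 488/Em 500-530) from Vif-expressing HeLa A3G-eYFP cells; more signal means A3G escaped Vif-mediated degradation. Cells plated overnight, compound pinned in, incubated overnight at 37 deg C.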
An asterisk follows results filed as active; ? = inconclusive; nt = no result given; & = joins results of further samples; [ ] = dose if it differs, or a comment. Unless noted, calls follow the shape of the dose curve; as a rule, active = well fitted curve in the direction sought with a large enough effect; inconclusive = small, poorly fitted or top-dose-only effect, or another doubt; inactive = no such curve, though single readings can be large; an effect the other way counts as inactive or inconclusive.

The line under a structure holds: Vif-APOBEC3F blk	TrxR1 substrate	LDHA inh	RGS4 inhibitor	GRP78 ERSR act	rTrxR1 inhibitor	USP1-UAF1 inh	Vif-APOBEC3G blk	mIDH1 inhibitor
O=c1cc(-c2ccc(O)c(O)c2)oc2c(C3O[C@H](CO)[C@@H](O)[C@H](O)[C@H]3O)c(O)cc(O)c12 (stereo partly drawn)
  -5%	3%[57.1 µM]	11	0%	-4%	1%[57.1 µM]	-31%	4%	-10%
CCn1c(NC(=O)Nc2cccc(C)c2C)cc2sccc21
  1%	0%	-1	-18%	-3%	13%	-19%	-4%	1%
O=S(=O)(c1ccc(F)cc1)N1CCC(Oc2ccc(-n3cnnn3)cc2)CC1
  1%	-5%	-1	8%	-6%	3%	-16%	2%	-8%
Nc1ccn(C2CCCCO2)c(=O)n1 (stereo not drawn)
  -8%	12%[57.1 µM]	-8	-22%	-2%	23%[57.1 µM]	?	3%	4%
CC(C)CC(c1nnnn1C(C)(C)C)N1CCN(Cc2ccccc2)CC1 (stereo not drawn)
  0%	8%[11.4 µM]	-5	-9%	-6%	20%[11.4 µM]	-14%	-4%	6%
O=C(COC(=O)/C=C/c1ccco1)NCCN1C(=O)CSC1=O
  1%	-5%	-3	4%[11.4 µM]	?	?	-17%	2%	1%
Fc1ccccc1N1CCN(C(c2ccccn2)c2nnnn2C2CCCCC2)CC1 (stereo not drawn)
  -1%	0%	2	3%	0%	-11%	-8%	2%	-3%
Cc1cc(C(=O)NNC(=O)CCCOc2ccccc2)c(C)o1
  3%	3%[57.1 µM]	-5	2%	-3%	4%[57.1 µM]	-19%	6%	-7%
CCn1c(SCC(=O)Nc2ccc(N3CCOCC3)cc2)nnc1-c1ccc(OC)cc1
  -6%	3%	7	-11%	-1%	18%	-1%	3%	13%
COc1ccc(C(C)=O)cc1COc1ncnc2ccccc12
  -4%	9%[57.1 µM]	-8	6%	-2%	5%[57.1 µM]	-19%	-3%	1%
CCN1C(=O)[C@@H]2[C@@H](c3ccc(-c4cccc(Cl)c4)cc3)N3CCC[C@@]3(C(=O)OC)[C@@H]2C1=O
  -19%	1%	4	-24%	-2%	22%	?	-1%	3%
CCC(C)Sc1nc2c(c(=O)[nH]1)C(c1cccs1)C1=C(CCCC1=O)N2 (stereo not drawn)
  1%	9%	0	-28%	7%	1%	-17%	-26%	-6%
COc1ccc(CC(=O)NC2CCN(CC(=O)Nc3ccc4c(c3)OCCO4)CC2)cc1OC
  2%	6%[57.1 µM]	-7	-14%	1%	10%[57.1 µM]	-9%	0%	12%
N#Cc1nc(COc2ccccc2)oc1N1CCN(Cc2ccccc2)CC1
  -10%	4%[11.4 µM]	3	-21%[11.4 µM]	3%	-4%[11.4 µM]	-23%	0%	6%
CCN(C(=O)COC(=O)c1cccnc1SC)c1c(N)n(Cc2ccccc2)c(=O)[nH]c1=O
  -1%	1%	-1	9%	-2%	1%	-1%	0%	-6%
c1ccc(Cn2ccnc2SCc2nnc(-c3ccccc3)o2)cc1
  1%	5%	-3	14%	1%	18%	-8%	-1%	3%
COc1ccc2nc3n(c(=O)c2c1)-c1ncccc1C(=O)NC3CC(C)C (stereo not drawn)
  -1%	nt	-6	nt	-2%	nt	?	-4%	-5%
Cc1cc(-c2ccc(C)c(S(=O)(=O)N3CCN(c4ccc([N+](=O)[O-])cc4)CC3)c2)on1
  -3%	-2%	-7	15%	-3%	15%	-24%	8%	-10%
OCCC1CN(Cc2cnc(-c3ccccc3)s2)CCN1CCc1ccccc1 (stereo not drawn)
  -1%	-3%	-4	-9%	0%	14%	-6%	0%	-3%
CCOc1cc(/C=N/N=C2/NC(=O)C(CC(=O)O)S2)ccc1OCc1ccc(Cl)cc1 (stereo not drawn)
  -16%	4%[57.1 µM]	-10	-37%	-1%	16%[57.1 µM]	-18%	-12%	-1%
COc1ccc(Br)cc1/C=N/n1nnnc1N
  3%	-10%	-8	-31%	3%	-20%	-5%	-1%	-12%
CCOC(=O)c1cc(-c2ccc(C)cc2)n(CC(=O)NCc2ccco2)c1C
  -5%	-10%[57.1 µM]	-3	-18%	-6%	-16%[57.1 µM]	-10%	2%	9%
CCCCS(=O)(=O)NC1=NCN(CCOC(=O)c2ccccc2)CN1
  6%	0%	-8	-1%	-3%	-2%	-5%	0%	3%
Cc1ccc(N2CCN(C(=S)c3ccc(-c4cccc([N+](=O)[O-])c4)o3)CC2)cc1
  -2%	-4%	-9	-35%	-2%	-6%	1%	-1%	-5%
COc1ccc(-n2cnc3sc4c(c3c2=O)CCCC4)cc1
  8%	-4%	3	-4%	5%	15%	-20%	-10%	13%
Cc1cccc(NC(=O)Cn2cc(C(=O)c3ccco3)c3ccccc32)c1
  -4%&-3%	20%&20%	-1&-5	-37%&-11%	2%&-1%	9%&-16%	-26%&-10%	1%&-3%	0%&2%
CSc1nsc(SC)c1NC(=O)N1CCCCC1
  -3%	-11%	-7	-4%	-4%	-7%	0%	-1%	3%
CCCCCn1c(Sc2ncccn2)nc2c1c(=O)[nH]c(=O)n2C
  -1%	7%[57.1 µM]	-4	17%	-4%	10%[57.1 µM]	-16%	0%	1%
S=C(NC1CCCCC1)N1CCc2[nH]c3ccccc3c2C1
  3%	10%	-7	-22%	-5%	14%[57.1 µM]	6%	2%	22%
Cn1c(=O)c2c(nc(OCc3cccnc3)n2Cc2c(F)cccc2Cl)n(C)c1=O
  5%	-6%	-2	-20%	-4%	-7%	-18%	4%	3%
O=C1CCCC2=C1C(c1ccncc1)n1c(nc3ccccc31)N2 (stereo not drawn)
  -3%	331%[activator][57.1 µM]	-11	-1%	-1%	-7%[57.1 µM]	-16%	-6%	-11%
CC(C)CCOCC(O)CCC(=O)NNC(=S)Nc1ccccc1 (stereo not drawn)
  -43%	6%	-13	-22%	-1%	7%	-19%	2%	3%
Cc1ccc(Cl)cc1NC(=O)Cn1c(SCC(=O)NCc2ccccc2)nc2ccccc21
  -7%	-1%[57.1 µM]	-5	-16%	-2%	20%[57.1 µM]	-15%	-3%	-15%
COc1ccc(NC(=O)CC2Oc3ccccc3NC2=O)cc1 (stereo not drawn)
  2%	-1%	-10	-6%	-1%	3%	?	0%	-15%
CCOC(=O)Cc1cc(=O)n2[nH]c(C)c(-c3ccc(Cl)cc3)c2n1
  -7%	29%	1	-41%	-1%	20%	-5%	?	4%
O=C(CN1C(=O)NC2(CCCC2)C1=O)N1CCN(c2cccc(C(F)(F)F)c2)CC1
  10%	-11%	-3	-14%	-5%	-12%	0%	1%	8%
Cc1nn(-c2ccc3nncn3n2)c(C)c1CCC(=O)Nc1ccc(OC(F)(F)F)cc1
  0%	0%[57.1 µM]	3	-19%	-1%	6%[57.1 µM]	-1%	-2%	9%
COc1cccc(OCCCN2CCN(S(=O)(=O)c3ccc(NC(C)=O)cc3)CC2)c1
  -3%	5%	3	-12%	-4%	21%	-5%	0%	0%
O=C(NCC(c1cccnc1)N1CCN(c2ccccc2F)CC1)C(=O)Nc1ccc(F)cc1F (stereo not drawn)
  0%	-3%	-8	2%	0%	0%	5%	8%	-7%
O=C(Nc1cc(Cl)ccc1N1CCOCC1)c1ccc(=O)[nH]c1
  ?	7%[57.1 µM]	-9	9%	-1%	9%[57.1 µM]	1%	1%	0%
O=S(=O)(Nc1cccnc1)c1ccc2c(c1)OCCO2
  3%	9%[57.1 µM]	-5	-8%	-4%	0%[57.1 µM]	5%	0%	-4%
COc1ccc(CC(=O)Nc2nc3ccccc3s2)cc1S(=O)(=O)N1CCOCC1
  -1%	-7%	-5	-24%[56.9 µM]	-10%	1%	-20%	-4%	-2%
C=CCn1c(SCc2cc(=O)n3ccsc3n2)nnc1C1CCCCC1
  -2%	1%[57.1 µM]	7	-18%	-4%	7%[57.1 µM]	-7%	2%	4%
COC/C=C/C1=CC2=CC(=O)C(C)(OC(=O)c3cnc4ccccc4n3)C(=O)C2=CN1c1ccc(OC)cc1 (stereo not drawn)
  -4%	9%[57.1 µM]	-7	-18%	-2%	-4%[57.1 µM]	?	-20%	0%
CCc1nn2c(=O)cc(COC(=O)C(c3ccccc3)c3ccccc3)nc2s1
  -4%	-3%[57.1 µM]	2	-15%	-1%	8%[57.1 µM]	-19%	6%	0%
CCCCC(=O)NNC(=O)N1c2ccccc2Sc2ccccc21
  12%	3%	0	-1%[56.9 µM]	-4%	6%	?	-1%	13%
COc1ccc(N2CC(C(=O)N3CCc4ccccc43)CC2=O)cc1 (stereo not drawn)
  6%	2%	-1	-20%	-3%	13%	-17%	-5%	2%
CN1CCN(S(=O)(=O)c2cccc(C(=O)Nc3ccccc3N3CCCCC3)c2)CC1
  -8%	-13%	-6	-36%	-5%	1%	-6%	0%	2%
CC1CCN(CC2CCN(C(=O)Nc3ccc(Br)cc3F)CC2)CC1
  0%	-8%	-10	11%	-5%	5%	9%	4%	-19%
N=C1c2ccccc2CN1NC(=O)c1cccc(S(=O)(=O)N2CCCC2)c1
  -4%	0%	-1	4%	-2%	19%	-21%	0%	-3%

A portion of the library; the hit share may differ from the screen's.
